TRPM1 prom inh – inhibitors of MITF-driven TRPM1 promoter in melanoma cells; inhibition, % at 12.5 µM; 330,000 tested, 0.83% active; AID 488899; SK-MEL-5 TRPM1 promoter luciferase, 24 h;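 active = mean inhibition across replicates of 60% or more, whatever share of single replicates reaches that level; inconclusive = some that reach 60%, reason not given; inactive = mean inhibition across replicates below 60%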; also: values of inactives mirror those of a sister screen read the other way
NR2E3 ag-1 – activates human NR2E3 receptor; Q9Y5X4; CHO-S Gal4-NCOR/VP16-NR2E3 two-hybrid, luciferase; 360,000 tested, 0.35% active; inhibition of corepressor binding, % at 3.98 µM; AID 602229;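 active = inhibition above the mean of all tested compounds plus 3 SD, cut at about 70% in these data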;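 also: 0% = DMSO with NR2E3 transfected cells and 100% = cells lacking NR2E3 construct; higher means lower luciferase signal from less NR2E3 corepressor binding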
Target sequence (Q9Y5X4 whole entry, looked up, the tested form may be a part): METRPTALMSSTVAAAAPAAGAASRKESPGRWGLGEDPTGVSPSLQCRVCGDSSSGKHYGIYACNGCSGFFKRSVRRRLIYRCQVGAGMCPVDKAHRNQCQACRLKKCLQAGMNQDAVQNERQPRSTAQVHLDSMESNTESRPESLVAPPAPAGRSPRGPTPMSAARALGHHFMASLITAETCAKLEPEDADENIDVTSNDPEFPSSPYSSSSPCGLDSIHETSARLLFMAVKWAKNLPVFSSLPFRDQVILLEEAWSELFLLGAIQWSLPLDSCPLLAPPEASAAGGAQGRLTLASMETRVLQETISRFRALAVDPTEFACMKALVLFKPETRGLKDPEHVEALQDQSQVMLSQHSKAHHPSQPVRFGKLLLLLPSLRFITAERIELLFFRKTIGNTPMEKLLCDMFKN
PDI inh – PDI (human) enzyme inhibition; inhibition, % at 10 µM; 350,000 tested, 0.052% active; P07237; AID 588391; PDI insulin aggregation turbidity, A650, 90 min;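 active = mean inhibition across replicates of 30% or more, whatever share of single replicates reach that level; inconclusive = mean inhibition below 30% while every single replicate reaches 30%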;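 also: absorbance from insulin aggregation driven by PDI reduction with DTT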
Target sequence (P07237 whole entry, looked up): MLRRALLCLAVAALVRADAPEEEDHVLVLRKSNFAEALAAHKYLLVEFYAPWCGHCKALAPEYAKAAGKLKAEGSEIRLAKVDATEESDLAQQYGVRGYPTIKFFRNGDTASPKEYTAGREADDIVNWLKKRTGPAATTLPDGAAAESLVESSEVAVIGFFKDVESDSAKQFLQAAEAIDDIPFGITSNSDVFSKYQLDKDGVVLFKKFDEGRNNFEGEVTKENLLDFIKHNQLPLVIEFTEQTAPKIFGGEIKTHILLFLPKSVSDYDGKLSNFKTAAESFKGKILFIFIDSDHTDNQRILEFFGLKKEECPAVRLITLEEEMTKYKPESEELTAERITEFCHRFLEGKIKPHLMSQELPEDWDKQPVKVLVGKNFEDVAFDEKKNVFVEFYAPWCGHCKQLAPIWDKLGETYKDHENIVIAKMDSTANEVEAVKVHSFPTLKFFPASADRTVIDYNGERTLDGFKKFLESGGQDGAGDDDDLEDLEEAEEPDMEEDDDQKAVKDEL
NR2E3 ag-2 – NR2E3 (human) agonism | GST-NR2E3/biotin-RetCOR TR-FRET, 1536-well | inhibition of corepressor binding, % at 4.78 µM | 320,000 tested, 0.12% active | AID 2300;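 active = percent inhibition above the cutoff of mean plus 3 SD of all tested compounds, set per screening campaign, cut at about 20% in these data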;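 also: 0% = DMSO wells and 100% = biotin wells as full block of FRET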
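system = GST-tagged NR2E3 plus biotinylated RetCOR corepressor | input = 1.35 nM GST-NR2E3 | also added = 7 nM biotin-RetCOR | schedule = 5 h incubation at 4 °C | measured by = TR-FRET with europium anti-GST and streptavidin-D2, 340 nm excitation | read-out = percent loss of FRET ratio relative to control wells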
CaV13 FRET inh – Disruptors of the CACNA1D IQ motif to Ca2+-dependent inactivation inhibitor domain association, primary screening, Förster resonance energy transfer in intact living …; HEK cells, CFP/YFP FRET ICDI-IQ, plate reader, 10 min; percent FRET-ratio fall versus neutral wells; inhibition, % at 12.3 µM; 340,000 tested, 0.098% active;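 active = mean replicate inhibition of at least 30% and at least 1% of replicates passing that level; inconclusive = only one of the two criteria is met; inactive = neither criterion is met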;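 also: 0% = median of the neutral control wells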
Vif inh – HIV Vif inhibition. HEK293T cells, Vif self-association by quenched fluorescence, imaging, 24 h. inhibition, % at 7.49 µM. 340,000 tested, 0.35% active; in the data active = inhibition above about 50%, passing the limit was not always enough; inconclusive = no clear call, values can overlap the other calls; inactive = below about 31%; also: some results filed as inactive read as strong as hits
iPSC survival up – hiPSC single-cell survival enhancement. survival enhancement, % at 20 µM. ATPlite luminescence; 100% = ROCK inhibitor wells, 0% = DMSO. AID 602274. 360,000 tested, 0.044% active; in the data active = survival enhancement above about 18%;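 also: cells exposed to compounds for 16 hours before the ATP read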
Peg3 prom inh – Peg3 promoter activity inhibition; HeLa PEG-Prom luciferase reporter, luminescence, overnight; 360,000 tested, 1.7% active; inhibition, % at 20 µM;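 active = inhibition of at least 50% at 20 µM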
Granule exo inh – blocks lytic granule exocytosis | TALL-104 LAMP-1 surface exposure, flow cytometry; cells stimulated with thapsigargin and PMA | inhibition, % at 10 µM | 360,000 tested, 0.66% active;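 active = inhibition above about 55%, limit read from the data; inconclusive = no clear call, values can overlap the other calls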
aDG glyco act – increases alpha dystroglycan glycosylation | Pro5-aDG cells, alpha-DG glycosylation AlphaScreen (IIH6); 0% Pro5, 100% B10-LARGE cell signal | 360,000 tested, 0.22% active | activation, % at 10 µM;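 active = activation of at least 8% versus controls, or a plate z-score of at least 8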;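 also: Pro5 are CHO cells carrying HIG-tagged alpha-DG that lacks glycosylation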
HIF-2a block – HIF-2a inhibition | 786-0 RCC cells HIF-2a reporter, luciferase luminescence, overnight | inhibition, % at 18.8 µM | 360,000 tested, 0.72% active | AID 624352;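 active = inhibition of the luminescence signal of 40% or more relative to plate controls, in a single-dose primary screen at 18.75 µM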
The depositor's hits bear a star; ? = inconclusive; . = not tested or not shown; & = joins results of further samples.

SMILES	TRPM1 prom inh	NR2E3 ag-1	PDI inh	NR2E3 ag-2	CaV13 FRET inh	Vif inh	iPSC survival up	Peg3 prom inh	Granule exo inh	aDG glyco act	HIF-2a block
CCN1CCN(Cc2ccccc2C)CC1	13	-33	-8	-6	-4	1	4.1	17	-2	-0.1	3
CCC(=NCc1cccnc1)c1c(O)n(-c2ccc(Cl)cc2)c(=O)[nH]c1=O	21	10	1	1	-5	-11	0.0	17	1	-0.1	28
CCN1C[C@]2(C)CC[C@H](OC)[C@]34C2[C@H](OC(C)=O)[C@@]2(OCO[C@@]25C[C@H](OC)[C@H]2C[C@]3(O)C5[C@H]2OC)[C@@H]14	5	13	-6	0	-2	-20	0.0	3	5	-0.1	14
COc1ccc(-n2c(=O)[nH]c3ccccc3c2=O)c(OC)c1	-2	-23	0	3	-1	-3	-2.9	5	-1	-0.2	14
CC1CC2(O)c3nonc3CCC2N1O (stereo not given)	8	12	2	-1	-4	-1	3.5	4	-6	-0.1	15
C#CCN(C)C(C)Cc1ccccc1 (stereo not given)	-5	-7	1	2	-4	-2	-0.9	10	-5	-0.3	-4
CC(C)N1C(=O)CC2(CC[N+](C)(CCOC(=O)C(O)(c3ccccc3)c3ccccc3)CC2)C1=O (stereo not given)	15	-21	7	4	-2	1	-0.6	7	-2	0.4	10
COc1ccc(CC2NCC(O)C2OC(C)=O)cc1 (stereo not given)	91*	105*	.	.	.	-28	-4.7	108*	-1	-0.5	82*
CC1CN=C(NCc2ccccc2)S1 (stereo not given)	-10	-5	-2	2	-4	1	-2.7	-3	-1	0.4	-4
CN1CC[C@]23c4c5ccc(OC6OC(C(=O)O)[C@@H](O)C(O)[C@H]6O)c4OC2C(O)C=CC3[C@H]1C5 (stereo not given in full)	3	-4	-1	.	.	-1	-0.5	-18	-6	2.0	-6
NCCc1c[nH]c2ccc(O)cc12	13	-2	4	2	-6	-2	1.4	1	-2	-0.2	16
N#Cc1ccc(NC(=O)CN2C(=O)NC3(CCCCCCC3)C2=O)cc1Cl	-4	19	-13	-4	-5	-4	-0.4	3	-2	-0.1	10
O=C(O)C(Cc1cnc[nH]1)NS(=O)(=O)c1ccc(Br)cc1 (stereo not given)	-2	-30	0	2	-2	6	1.6	14	-11	-0.1	5
CC(=O)N1CCN(Cc2ccc(Cl)nc2)CC1	-28	-11	5	0	-4	-5	-0.2	-3	-14	-0.1	-5
COc1cc2c(c(OC)c1O)-c1ccc(OC)c(=O)cc1C(NC(=O)C(F)(F)F)CC2 (stereo not given)	34	32	-12	.	-9	13	0.1	-19	4	-0.3	18
COc1ccc(CN2CCCC(C(=O)c3ccccc3SC)C2)cc1O (stereo not given)	8	-10	3	-2	-5	19	-0.9	8	2	0.0	15
COC(=O)C1=C(c2ccccc2OCc2ccccc2)C[C@@H]2CC[C@H]1N2C(=O)NCc1ccc([N+](=O)[O-])cc1	-10	1	0	-3	-6	2	-0.8	32	-5	0.2	16
COc1ccc(CCn2c(O)c(C=NCCCN(C)C)c(=O)[nH]c2=O)cc1OC	-11	-12	18	7	-4	-3	-1.1	1	0	0.2	12
CCCCCC[N+](=O)[O-]	7	5	.	3	.	16	-2.5	-6	-1	0.0	14
COC(=O)C1=C(c2ccc(-c3ccccc3)c(F)c2)C[C@@H]2CC[C@H]1N2C(=O)NCc1ccc(F)cc1	-8	14	7	0	-9	-3	-1.0	26	0	0.4	13

Looked up by structure from the entries so far:
SMILES	TRPM1 prom inh	NR2E3 ag-1	PDI inh	NR2E3 ag-2	CaV13 FRET inh	Vif inh	iPSC survival up	Peg3 prom inh	Granule exo inh	aDG glyco act	HIF-2a block
CC1CC2(O)c3nonc3CCC2N1O (stereo not given)	8	12	2	-1	-4	-1	3.5	4	-6	-0.1	15
CCN1C[C@]2(C)CC[C@H](OC)[C@]34C2[C@H](OC(C)=O)[C@@]2(OCO[C@@]25C[C@H](OC)[C@H]2C[C@]3(O)C5[C@H]2OC)[C@@H]14	5	13	-6	0	-2	-20	0.0	3	5	-0.1	14

Full records, looked up by structure. Values in the order: TRPM1 prom inh, NR2E3 ag-1, PDI inh, NR2E3 ag-2, CaV13 FRET inh, Vif inh, iPSC survival up, Peg3 prom inh, Granule exo inh, aDG glyco act, HIF-2a block
Results for O=C(O)C(Cc1cnc[nH]1)NS(=O)(=O)c1ccc(Br)cc1 (stereo not given) → -2, -30, 0, 2, -2, 6, 1.6, 14, -11, -0.1, 5
Results for CCN1CCN(Cc2ccccc2C)CC1 → 13, -33, -8, -6, -4, 1, 4.1, 17, -2, -0.1, 3
Results for CCCCCC[N+](=O)[O-] → 7, 5, ., 3, ., 16, -2.5, -6, -1, 0.0, 14
Results for COc1ccc(CN2CCCC(C(=O)c3ccccc3SC)C2)cc1O (stereo not given) → 8, -10, 3, -2, -5, 19, -0.9, 8, 2, 0.0, 15
Results for COc1cc2c(c(OC)c1O)-c1ccc(OC)c(=O)cc1C(NC(=O)C(F)(F)F)CC2 (stereo not given) → 34, 32, -12, ., -9, 13, 0.1, -19, 4, -0.3, 18

Further results.
SMILES	TRPM1 prom inh	NR2E3 ag-1	PDI inh	NR2E3 ag-2	CaV13 FRET inh	Vif inh	iPSC survival up	Peg3 prom inh	Granule exo inh	aDG glyco act	HIF-2a block
COCCN1Cc2cc(=O)n3c([nH]c4ccccc43)c2C1=N	-29	-19	-4	-8	7	14	0.7	-110	-2	0.0	-133
Cc1ccc2c(c1)C1CN(C)CCC1N2C(=O)c1cccnc1Cl (stereo not given)	7	-9	-1	3	-4	-3	0.1	15	16	0.0	13
CCC(COC(=O)NC)NC(=O)Oc1ccccc1 (stereo not given)	1	-8	10	-5	-5	12	-2.0	20	-3	0.2	-3
COc1ccc(C(=O)C2CN(C)CC2C(=O)c2ccc(OC)cc2)cc1 (stereo not given)	8	-17	-5	5	.	3	3.6	17	2	-0.1	-11
CN(C)CCN(CC1CCCN(Cc2ccccc2F)C1)C(=O)Cc1c(F)cccc1F (stereo not given)	-20	2	8	-1	-4	6	-0.6	-19	55	-0.1	-3
O=C(Nc1ccccc1)c1cccn(Cc2ccccc2)c1=O	-14	-94	1	-2	-3	-5	-2.2	-235	3	0.5	-239
CCCC[N+]1(C)C2CC(OC(=O)C(CO)c3ccccc3)CC1C1OC12 (stereo not given)	-8	9	-2	0	-5	-3	2.0	5	8	0.0	-4
CC(C)(C)c1o[nH]c(=O)c1CC(N)C(=O)O (stereo not given)	3	2	-3	4	-4	41	-1.6	-8	0	-0.1	4
CN1CC(Br)C(=O)NC1=O (stereo not given)	12	-12	0	.	-5	12	-4.6	1	-5	0.0	5
O=C1C2CCN(CC2)C1Cc1ccc(OCCOc2ccccc2)cc1 (stereo not given)	8	-18	14	3	.	15	3.1	2	-1	1.8	12
CN(C)C(=O)Oc1cc(OC(=O)N(C)C)cc(C(O)CNC(C)(C)C)c1 (stereo not given)	-8&-3	-15&-6	3&-2	0&2	-5&-6	-4&-10	-1.7&-1.1	0&4	-4&4	-0.1&-0.1	6&8
Cc1cccnc1-n1c(-c2ccccc2)nc2ccccc2c1=O	3	-16	2	-1	-4	-8	2.3	16	3	-0.1	19
CCN1CCN(c2ccc([N+](=O)[O-])cc2C(=O)OC)CC1	-1	-8	9	5	4	0	-0.2	-2	-1	0.0	13
COc1ccccc1N1CCN(CCc2ccccc2)CC1	-11	-14	-4	1	-2	?	0.7	-14	-5	0.1	5
Cc1nc2ccccc2c(=O)n1-c1ccc(Cl)c(Cl)c1	-7	-46	5	2	-19	-4	-0.1	5	0	0.1	-20
CNC(=O)OCc1n(C)cc[n+]1C	6	20	-4	-2	-3	4	3.8	8	-4	-0.3	12
COC(=O)C1=C(c2ccc3ccccc3c2)C[C@@H]2CC[C@H]1N2C(=O)NCc1ccc(C(F)(F)F)cc1	2	10	1	1	-2	0	-1.7	25	-2	2.0	18
CN1CCN(c2ccc([N+](=O)[O-])c(SCCO)c2)CC1	-1	-40	8	3	7	1	-0.6	2	5	-0.3	14
CN(C)C(=O)NC(O)C(Cl)(Cl)Cl (stereo not given)	8	-5	5	3	-10	3	-0.1	12	0	0.0	-7
CN1C(=O)N(C)C(=O)C2(Cc3cc(NC(=O)c4ccccc4Cl)ccc3N3CCCC32)C1=O (stereo not given)	14	-10	5	1	-5	-3	-0.6	-12	5	0.1	-7
CC1[C@H]2Cc3ccc(O)cc3[C@]1(C)CCN2C (stereo not given in full)	1	-27	4	.	.	-6	1.6	10	-1	-0.2	12
CN1CC(C(=O)c2ccc(F)cc2)C(c2c(F)cccc2Cl)C1 (stereo not given)	0	-10	-5	-6	-3	1	4.3	-3	-1	-0.1	13
Cc1ccc2c(c1)C1CN(C)CCC1N2C(=O)c1ccco1 (stereo not given)	0	-7	-4	-3	-8	0	-0.9	0	-5	0.0	1
Cc1ccc(C(=O)n2cc(CCN3CCS(=O)(=O)CC3)c3ccccc32)cc1	-6	-20	2	-3	.	-3	0.5	22	-3	0.5	20
COc1ccc2c(c1)c(C(=O)CN1CCN(C)CC1)c(C)n2Cc1ccccc1	-5	-14	-10	-1	.	-2	2.5	5	3	0.0	10
COc1cccc2c1C(=O)c1c(O)c3c(c(O)c1C2=O)CC(O)(C(C)=NO)CC3OC1CC(N)C(O)C(C)O1 (stereo not given)	70*	-3	?	.	-8	0	-2.7	99*	-12	-0.5	-11
O=C(NC(=S)N1C[C@H]2C[C@H](C1)c1cccc(=O)n1C2)c1ccc(Cl)cc1Cl	.	-14	.	-3	.	-8	0.1	11	-3	-0.2	-4
COC(=O)C1=CCCN(C)C1	0	-10	5	2	-5	-14	0.1	-1	-2	0.0	-5
O=[N+]([O-])c1ccc(NCCCN2CCOCC2)nc1	1	4	-13	-1	-5	-8	-1.0	9	0	0.1	18
CCCC(C)C1(CC)C(=O)NC(=Nc2ccc(OC)cc2)NC1=O (stereo not given)	-5	4	-38	-3	5	-3	0.4	6	11	-0.3	8
CC(C)Oc1cccc(C(=O)C2CCCN(Cc3ccon3)C2)c1 (stereo not given)	1	-18	-1	0	-7	-8	-0.3	-42	-1	0.5	-94
CCC(=NCc1cc(OC)cc(OC)c1)c1c(O)n(C2CCCCC2)c(=O)[nH]c1=O	-8	-28	-4	2	-3	-22	-0.6	17	21	0.8	29
Cc1ccc(CC(=O)N2CCN(Cc3ccccc3)CC2)cc1	-24	-5	-14	-2	-4	8	-0.9	-40	-2	-0.3	-33
CCCCn1c(O)c(C=NC2CCCCC2N)c(=O)[nH]c1=O (stereo not given)	-3	2	0	3	-5	13	0.3	4	2	0.1	3
CN1[C@@H]2CCC[C@H]1CC(=O)C2	4	-28	-11	.	-5	11	-0.8	3	4	-0.2	-1
COc1cc(Br)cc(CN2CCN(C)CC2)c1O	-8	-6	-6	-1	-6	0	-0.9	14	1	0.0	-24
C/C(=N\NP(=S)(c1ccccc1)c1ccccc1)c1ccc(O)cc1O	-9	9	-7	3	-5	-24	0.2	9	19	-0.3	-3
C=C1[C@@H](C)[C@H]2[C@H](Cc3ccccc3)NC(=O)[C@]23OC(=O)/C=C/[C@H](O)CCC[C@@H](C)C/C=C/[C@H]3[C@@H]1O	14	-15	11	-3	-5	-8	40*	64*	5	-0.4	-15

A portion of the library; the hit share may differ from the screen's.
